JMJD2A Tudor: inhibitors of human JMJD2A Tudor domain; Potency, µM (top dose mostly 114 µM), without a hit: at the highest dose activity change, negative = inhibition, usual class: inhibitors; O75164; 390,000 compounds, 4.4% hits; AlphaScreen JMJD2A-Tudor / H3K4me3 peptide binding; further: potency means the concentration at half of the fitted maximal effect; on the % scale 0 is the no-effect control and ±100 the full control effect; nearly all actives have a fitted effect of over 50% in size
HP1b binding inh: HP1-beta chromodomain-methylated histone interaction inhibition; 390,000 compounds, 0.56% hits; AID 540317; Potency, µM (top dose mostly 114 µM), for inactives: at the highest dose activity change, negative = inhibition, hits mostly inhibitors; AlphaScreen HP1-beta / biotin-H3K9me3 peptide binding; further: potency means the concentration at half of the fitted maximal effect; nearly all actives have a fitted effect of over 70% in size; inactives centre near 23
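AlphaScreen: HP1-beta (50 nM) preformed 30 min with biotin-H3(1-18)K9me3 peptide (50 nM) in PBS pH 7.4, 0.01% Tween-20. Compound added for 30 min at RT, then streptavidin donor/nickel chelate acceptor beads (10 ug/mL) for 30 min.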
PGK inhibitor: T. brucei PGK inhibition. PGK/GAPDH coupled, Kinase-Glo luminescence, 60 min. Potency, µM (titrated, usually from 57.5 µM), inactives show at the top dose activity change, negative = inhibition, most hits filed as inhibitors. 380,000 compounds, 0.043% hits; further: potency means the concentration at half of the fitted maximal effect; on the % scale 0 is the no-effect control and ±100 the full control effect; nearly all actives have a fitted effect of over 60% in size
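Recombinant glycosomal PGK reaction used 1,3-bisphosphoglycerate generated in-well by GAPDH (100nM final) in 100mM TEA pH 7.6, 5mM MgCl2, 0.01% Tween-20. After 60 minutes at room temperature, ATP was read by Kinase-Glo Plus luminescence end-point.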
Pin1 inh: blocks the human prolyl isomerase Pin1. Q13526. Pin1 FP peptide displacement, HiFluor488, 10 min. Potency, µM (doses to about 115 µM), without a hit: top-dose activity, negative = inhibition, hits mostly inhibitors. 390,000 compounds, 0.009% hits; active means well fitted inhibition curve with a large enough effect in the polarisation, with a control signal flat, not every such curve was filed as active; inconclusive means small, poorly fitted or top-dose-only effect, or effect the other way, or a change in a side signal; inactive means no such curve, though single readings can be large or run the other way; the % refers to the polarisation; further: potency means the concentration at half of the fitted maximal effect; on the % scale 0 is the no-effect control and ±100 the full control effect
Target sequence (Q13526 whole entry, looked up): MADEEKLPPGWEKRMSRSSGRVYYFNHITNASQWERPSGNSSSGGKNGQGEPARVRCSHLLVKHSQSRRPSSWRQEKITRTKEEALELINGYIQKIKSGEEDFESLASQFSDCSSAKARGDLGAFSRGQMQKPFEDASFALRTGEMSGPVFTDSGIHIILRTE
GLS inhibitor: blocks human kidney-isoform glutaminase activity; O94925; AID 624170; GLS enzymatic activity, qHTS titration; 410,000 compounds, 0.21% hits; Potency, µM (top dose mostly 45.5 µM), for inactives: top-dose activity change, negative = inhibition, usual class: inhibitors; further: potency means the concentration at half of the fitted maximal effect; on the % scale 0 is the no-effect control and ±100 the full control effect
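hKGA; 45 mM KH2PO4 pH 8.2 + 0.02% Tween-20; cpd via pin tool; 1 mM Gln soln; GluOx/HRP/Amplex Red; RT 30 min; fluor. t0 & final.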
PI4K2A block: blocks human PI4K2A kinase activity; purified PI4K2A, ADP-Glo luminescence, 1 h; hits give low values; activity change, negative = inhibition, % at 76.9 µM; 420,000 compounds, 0.13% hits; AID 1346378; in the data active means activity change below about -50%; inconclusive means mostly about -30% to -49%;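 further: -100% = wells without enzyme as full effect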
Target sequence (Q9BTU6 whole entry, looked up): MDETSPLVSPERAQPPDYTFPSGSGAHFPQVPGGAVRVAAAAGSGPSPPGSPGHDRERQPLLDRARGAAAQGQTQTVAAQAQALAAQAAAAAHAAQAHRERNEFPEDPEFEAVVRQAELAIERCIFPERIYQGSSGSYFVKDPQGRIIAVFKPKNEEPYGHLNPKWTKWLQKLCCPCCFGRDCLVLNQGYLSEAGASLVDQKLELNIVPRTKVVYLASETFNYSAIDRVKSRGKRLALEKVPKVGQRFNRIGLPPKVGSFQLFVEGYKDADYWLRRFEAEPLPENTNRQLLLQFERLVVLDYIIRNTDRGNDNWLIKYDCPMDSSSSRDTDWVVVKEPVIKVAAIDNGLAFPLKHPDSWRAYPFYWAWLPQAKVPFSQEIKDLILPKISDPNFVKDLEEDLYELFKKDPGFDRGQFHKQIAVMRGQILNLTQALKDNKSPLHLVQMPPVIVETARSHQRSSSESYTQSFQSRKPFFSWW
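PI4K2A activity was measured by ADP-Glo luminescence: enzyme (4 ug/mL stock) and phosphatidylinositol (1.2 mM stock) in Tris pH 7.5/MgCl2/EGTA/Triton X-100 buffer were reacted with ATP (300 microM stock) for one hour at ambient temperature.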
ERG Ets-DNA blk: inhibitors of human ERG Ets domain-DNA interaction | 370,000 compounds, 0.028% hits | P11308 | fluorescence polarization, His-ERG Ets domain / labelled DNA | Potency, µM (top dose mostly 76.9 µM), inactives show at the highest dose FP activity, negative = inhibition, hits mostly inhibitors | AID 624246; active means well fitted inhibition curve with a large enough effect in the polarisation, with a control signal flat; inconclusive means small, poorly fitted or top-dose-only effect, or effect the other way, or a change in a side signal; inactive means no such curve, though single readings can be large or run the other way; the % refers to the polarisation;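 further: polarization taken with two DNA probes labelled with fluorescein and Texas red; potency means the concentration at half of the fitted maximal effect; % of control where 0% means no effect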
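His-tagged ERG Ets domain (1 uM in the protein solution; 300mM KCl, 50mM Tris-HCl, 1mM EDTA, 1mM DTT, pH 7.5) received compound, then a probe mix of 5 nM fluorescein-DNA and 100nM Texas-615-DNA. Fluorescence polarization was read for both dyes.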
BAZ2B inh: inhibitors of human BAZ2B bromodomain; Potency, µM (doses to about 114 µM), inactives show at the top dose activity change, negative = inhibition, hits mostly inhibitors; 360,000 compounds, 4.4% hits; Q9UIF8; AID 504333; AlphaScreen BAZ2B-H3K14Ac peptide displacement; further: potency means the concentration at half of the fitted maximal effect; on the % scale 0 is the no-effect control and ±100 the full control effect; nearly all actives have a fitted effect of over 60% in size
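In this displacement format the biotinylated H3(5-23) peptide acetylated at Lys14 serves as ligand at 50 nM, with BAZ2B at 50 nM in PBS pH 7.4 containing 0.01% Tween-20. Donor and acceptor beads are 10 ug/mL final.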
G9a inh: blocks human histone lysine methyltransferase G9a. 350,000 compounds, 8.8% hits. Q96KQ7. G9a H3K9 monomethylation, AlphaScreen, 2 h. Potency, µM (doses to about 102 µM), for inactives: at the top dose activity, negative = inhibition, hits mostly inhibitors; further: potency means the concentration at half of the fitted maximal effect; on the % scale 0 is the no-effect control and ±100 the full control effect; nearly all actives have a fitted effect of over 75% in size
Target sequence (Q96KQ7 913-1193 limits assumed): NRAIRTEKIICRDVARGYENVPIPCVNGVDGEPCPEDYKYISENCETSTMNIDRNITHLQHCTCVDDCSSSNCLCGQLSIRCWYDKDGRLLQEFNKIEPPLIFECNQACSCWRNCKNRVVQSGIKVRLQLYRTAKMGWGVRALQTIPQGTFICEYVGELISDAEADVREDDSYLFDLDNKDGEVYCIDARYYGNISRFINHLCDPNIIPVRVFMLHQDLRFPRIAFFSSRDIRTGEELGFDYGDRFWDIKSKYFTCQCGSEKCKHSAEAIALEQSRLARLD
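Readings reflect AlphaScreen signal from monomethyl-H3K9 antibody detection. HMT at 20 nM; substrate b-H3K9 500 nM; cofactor SAM 20 uM; 2 h RT reaction; compounds tested as titrations in qHTS with 15 min preincubation.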
The depositor's hits bear a star; i = inactive; ? = inconclusive; nt = not tested or not shown; & = joins results of further samples; [ ] = another dose, or the depositor's remark. Unless noted, the call rests on the fitted dose curve; in most records, active means well fitted curve in the direction sought with a large enough effect; inconclusive means small, poorly fitted or top-dose-only effect, or another doubt; inactive means no such curve, though single readings can be large; an effect the other way counts as inactive or inconclusive.

| structure | JMJD2A Tudor | HP1b binding inh | PGK inhibitor | Pin1 inh | GLS inhibitor | PI4K2A block | ERG Ets-DNA blk | BAZ2B inh | G9a inh |
| --- | --- | --- | --- | --- | --- | --- | --- | --- | --- |
| CN(C)CCCNC(=O)C1(O)c2cc(Br)ccc2NC(=O)N1c1ccc(Cl)cc1 (stereo not drawn) | -2.8% | 5.6% | 9.1% | -3.0% | -2.5% | -1.3 | 10.1% | -2.0% | 2.1%[12.7 µM] |
| CCOC(=O)COc1ccc(S(=O)(=O)c2ccc(OCC(=O)OCC)cc2)cc1 | -2.6% | 14.3% | -6.1% | -1.8% | 1.6% | -0.2 | nt | 0.7% | 18.3% |
| O=C(CSc1ncc(CO)n1Cc1ccc(Cl)cc1)NCc1ccc(F)cc1 | -18.5% | 6.3%[57 µM] | -0.3% | -11.1% | 4.1% | -1.9 | 9.8% | ? | 4.3%[59 µM] |
| CNc1nc2ccccc2n1CC(=O)c1ccccc1 | 2.2% | 13.5% | -9.3% | -4.9% | 7.2% | 6.1 | -3.3% | -2.2% | 3.2%[59 µM] |
| COc1ccc(OCC(O)Cn2c(=N)n(CCN3CCCCC3)c3ccccc32)cc1 (stereo not drawn) | ? | ? | -7.5%&-6.4% | -0.2% | ? | 5.7&4.2 | -11.0%&-13.4% | -5.8% | ? |
| COc1cccc(NC(=O)c2oc3ccccc3c2NC(=O)c2ccccc2C)c1 | -10.6% | 36.7% | i | 8.2% | -17.7% | 1.1 | 0.8% | -13.1% | -17.9%[59 µM] |
| CCOC(=O)c1[nH]c(C)c(/C(O)=C2\C(=O)C(=O)N(CCN(C)C)C2c2ccco2)c1C (stereo not drawn) | ? | 23.1% | -2.3% | -0.4% | -1.3% | -4.6 | -3.3% | -36.3% | -40.9%[12.7 µM] |
| Cc1ccc(-n2nnnc2SCC(=O)NC(=O)Nc2ccc3c(c2)OCCO3)cc1 | -17.4% | 21.4% | 4.7% | 16.1% | 15.6% | -3.3 | nt | -8.2% | -4.8% |
| COc1ccc(NC(=O)CCNS(=O)(=O)c2ccc(Cl)c([N+](=O)[O-])c2)cc1S(N)(=O)=O | -13.7% | -13.0% | -3.5% | 2.8% | 2.6% | 5.9 | -2.9% | -15.9% | 7.8% |
| O=C1C(c2ccc(C(F)(F)F)cc2)=C(Nc2ccc(Cl)cc2)c2ccccc21 | -18.2% | 4.4% | -6.5% | 0.0% | 1.6% | -2.3 | -1.0% | -21.8% | -12.6%[59 µM] |
| O=C(CN1C(=O)S/C(=C\c2ccccc2F)C1=O)NC1CCS(=O)(=O)C1 (stereo not drawn) | -16.5% | 47.8%[activator] | -2.8% | -4.0% | 12.9% | -5.5 | -6.6% | -3.1% | nt |
| CCOC(=O)c1oc2ccc(CNC(C)(C)C)c(Cl)c2c1C | 10µM* | -33.4% | nt | -12.9% | 5.1% | 0.1 | nt | 50.1µM* | 8.91µM* |
| O=C1CCC(C(=O)N2CCSCC2)CN1Cc1ccc(Cl)cc1 (stereo not drawn) | -1.9% | 37.9%[activator] | 0.9% | 3.7% | 6.1% | -4.9 | 2.6% | 2.9% | 15.1%[59 µM] |
| COc1ccc(-c2cc(=O)c3cc(OC)c(OC)cc3[nH]2)cc1 | -23.4% | 34.3% | -8.5% | 4.7% | 5.6% | -8.3 | -6.1% | 3.1% | -26.6% |
| O=C(COc1ccccc1F)Nc1nnc(SCc2cc(=O)n3ccccc3n2)s1 | -11.4% | 17.6%[57 µM] | -8.2% | -1.7% | 6.9% | -1.4 | -4.8% | -0.6% | 14.1%[59 µM] |
| CC(=O)c1ccccc1NC(=O)COC(=O)CCCN1C(=O)c2cccc3cccc(c23)C1=O | -32.1% | -1.0% | 3.2% | 5.3% | 2.1% | -1.8 | 0.9% | -6.8% | 16.7%[59 µM] |
| CN(c1ccc(OCC(=O)NC2CCCC2)cc1)S(=O)(=O)c1cccs1 | -10.8% | 6.3% | -1.4% | -17.3% | 0.1% | 1.1 | -7.2% | 9.0% | 9.4% |
| CCOC(=O)c1ccc(-n2c(CN3CCN(CC)CC3)nc3ccc([N+](=O)[O-])cc3c2=O)cc1 | -15.4% | 34.5% | i | 8.4% | -23.9% | -6.9 | 0.3% | nt | 56.2µM* |
| O=C(/C=C/c1cccc([N+](=O)[O-])c1)N1CC[C@@]2(O)CCCC[C@H]2C1 | -14.8% | 35.0% | -8.2% | ? | 1.7% | 0.4 | 0.6% | -2.7% | -20.9% |
| Cc1cc(Br)c(NC(=O)CN(C)CCOc2ccccc2)c(Br)c1 | -7.1% | 41.1%[activator] | -0.5% | 4.9% | 21.7% | 0.8 | -3.6% | 42.0%[activator] | 24.4% |
| Cc1noc(C)c1S(=O)(=O)N1CCCC(C(=O)Nc2ccc(Cl)cn2)C1 (stereo not drawn) | 0.7% | 44.3% | -1.5% | -6.7% | -0.7% | 2.1 | 10.2% | -1.4% | -36.3% |
| Cn1c(O)c(/C=C2\C=Nc3ccccc32)sc1=Nc1ccc(C(=O)O)cc1 | -33.7% | 20.6% | -6.0% | ? | 20.7% | -2.8 | 4.3% | 50.1µM* | 35.5µM* |
| COc1ccc(-n2cnc3cc(C(=O)NCC4CCCO4)ccc32)cc1 (stereo not drawn) | 3.0% | 22.4% | i | -3.3% | -5.1% | -2.8 | -0.6% | -20.1% | 11.3% |
| O=C(c1ccc(F)cc1)n1nc(-c2cccnc2)nc1NCc1ccc(F)cc1 | 0.7% | 59.9%[activator] | i | 7.2% | 2.4% | 23.8 | 8.9% | 5.1% | -3.3%[59 µM] |
| O=C(NN1C(=O)CSC1=S)C(=O)NN1C(=O)CSC1=S | 31.6µM* | -28.0% | -12.8% | nt | -11.0% | -13.7 | 76.2%[activator] | ? | ? |
| CS(=O)(=O)n1nc(-c2ccc(Cl)cc2)nc1N | -12.0% | -8.9% | i | -7.7% | 9.5% | 2.4 | -17.3% | -5.4% | nt |
| CCCCOCP(=O)(CCCC)COCCCC | 13.4% | 28.4% | -4.6% | 1.4% | 5.7% | 6.7 | -2.8% | 0.5% | -0.5%[59 µM] |
| Cc1ccc(C(=O)Nc2cccc(NC(=O)c3cccs3)c2)c(C)c1 | -4.4% | 43.8%[activator] | 5.6% | ? | 0.6% | 0.4 | -1.6% | -20.5% | 15.7% |
| COc1cccc(C(=O)NCCC2=CCCCC2)c1 | 11.7% | 38.0% | -5.3% | 1.6% | 9.0% | 8.3 | 8.5% | 0.0% | 33.4%[59 µM] |
| CC(C)OC(=O)CSc1nnc(-c2ccc(Cl)cc2Cl)n1N | -10.5% | 19.7% | 4.4% | 0.3% | 4.2% | 0.5 | -4.2% | 0.6% | 18.1%[59 µM] |
| Cc1ccc(NC(=O)/C(=C\c2cccnc2)NC(=O)c2ccco2)cc1 | -19.9% | 65.3%[activator] | -1.2% | -0.2% | 14.4% | 2.0 | -0.1% | -1.6% | -37.4% |
| COc1ccc(NC(=O)/C(=C\c2cccnc2)NC(=O)c2cccs2)cc1 | -7.5% | 30.1% | -7.9% | 0.5% | 1.9% | -3.5 | 15.7% | 0.1% | -4.4% |
| Cn1nc(C(F)(F)F)c(C(=O)Nc2ccc(F)cc2F)c1Sc1ccc(C(F)(F)F)cc1 | -7.2% | 63.3%[activator] | -1.7% | -0.7% | -2.8% | 1.1 | 3.3% | 0.7% | -8.1% |
| Cc1cc(C)c(C#N)c(SCC(=O)Nc2c(C)n(C)n(-c3ccccc3)c2=O)n1 | -7.6% | 7.8%[57 µM] | i | -1.0% | -2.3% | 2.4 | 4.0% | nt | nt |
| CCOCCOC(=O)Cn1cnc2scc(-c3ccc(C)cc3)c2c1=O | -8.2% | 31.0% | -5.8% | 1.2% | -10.0% | 6.9 | -4.1% | -21.3% | 21.1% |
| CN(C)c1ccc(/C=C/c2cccc[n+]2[O-])cc1 | -17.4% | 4.4% | -1.1% | ? | 4.1% | 1.5 | 3.1% | -5.7% | 50.1µM* |
| CCn1nc(C(=O)OCC(=O)N(CCC#N)c2ccccc2)c2ccccc2c1=O | -8.3% | 11.5% | i | -5.3% | 5.6% | -1.4 | -6.0% | 7.9% | 1.4%[12.7 µM] |
| COc1ccc(N=C(N(C)C)P(=O)(N(C)C)N(C)C)cc1 | -2.8%&3.8% | 27.1%&31.8% | -3.2%&2.3% | 7.1%&0.5% | 20.6%&30.2% | -3.3&2.5 | 0.9%&-4.5% | 33.8%[activator] | ? |
| Cc1cccc(OCCCC(=O)Nc2nc3ccccc3[nH]2)c1 | -19.3% | 20.2% | 6.9% | -0.9% | 3.2% | -9.5 | -6.5% | -17.4% | 3.9% |
| c1ccc(CNc2ncnc3ccccc23)cc1 | -3.8%&-14.4% | 42.3%&14.9%[activator] | -5.5%&-5.9% | 0.2%&-8.5% | 5.8%&9.5% | -2.7&4.3 | -4.1%&-5.0% | -9.8%&5.3% | 7.7%[59 µM] |
| CN(C)CC/C=C1/c2cc(F)ccc2CSc2ccc(F)cc21 | -10.2% | 18.5% | i | 2.3% | -7.9% | 0.2 | -11.0% | -7.9% | 0.0%[59 µM] |
| CC1=C(C(=O)OCc2ccccc2)C(c2ccc(Cl)cc2)NC(=O)N1C (stereo not drawn) | -15.9% | 18.7% | -0.1% | -3.1% | -3.5% | 2.9 | -14.7% | -23.9% | 14.0% |

Screening results from PubChem.
